# High-throughput results: PubChem BioAssay, several laboratories
# Runt-CBFb FRET – inhibitors of RUNX1 Runt–CBFb binding, primary screen, biochemical, FRET, Cerulean-Runt, Venus-CBFb, uHTS. AID 1496, 2009. 0.46% of 220,000 active. inhibition, % at 20 µM. Cerulean-Runt/Venus-CBFb FRET ratio 530/480, 1 h;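 active = inhibition over about 50% at 20 µM in the single-dose screen, limit read from the data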;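 note: 0% = DMSO wells and 100% = excess unlabeled CBFb competitor control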
# Target sequence (Q01196 whole entry, looked up): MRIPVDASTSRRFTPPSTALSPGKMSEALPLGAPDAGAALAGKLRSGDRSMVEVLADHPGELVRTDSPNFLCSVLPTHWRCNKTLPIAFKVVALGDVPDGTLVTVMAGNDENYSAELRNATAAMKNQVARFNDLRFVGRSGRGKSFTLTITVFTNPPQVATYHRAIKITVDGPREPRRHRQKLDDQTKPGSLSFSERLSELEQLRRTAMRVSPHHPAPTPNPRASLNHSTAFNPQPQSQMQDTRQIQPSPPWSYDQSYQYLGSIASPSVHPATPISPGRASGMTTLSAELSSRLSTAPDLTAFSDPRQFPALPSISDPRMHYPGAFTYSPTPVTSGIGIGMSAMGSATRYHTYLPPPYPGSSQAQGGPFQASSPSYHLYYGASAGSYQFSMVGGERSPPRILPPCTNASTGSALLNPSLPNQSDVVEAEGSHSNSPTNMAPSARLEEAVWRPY
# Target sequence (Q13951 whole entry, looked up): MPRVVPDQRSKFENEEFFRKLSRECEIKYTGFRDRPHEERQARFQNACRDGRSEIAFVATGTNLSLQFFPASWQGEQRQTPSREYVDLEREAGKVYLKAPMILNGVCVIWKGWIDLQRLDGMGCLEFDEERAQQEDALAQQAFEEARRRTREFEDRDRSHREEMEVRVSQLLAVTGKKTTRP
#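 System: Cerulean-labeled Runt domain protein | Quantity: 100 nM of each labeled protein | Schedule: 1 h compound exposure, room temperature | Detection: Fluorescence energy transfer, 422 nm excitation, 530/480 nm emission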
# Hck Nef HTS – inhibitors of Nef-activated human Hck kinase, primary screen, biochemical, Z-Lyte FRET, 384-well, Hck-YEEI; Tyrosine-protein kinase HCK (Homo sapiens), P08631; Recombinant Hck-YEEI plus Nef, Z-Lyte FRET kinase assay; inhibition, % at 20 µM; 0.68% of 220,000 active;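 active = Hck-Nef kinase inhibition above about 50%, limit read from the data; inactive = inhibition below that limit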;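 note: 0% = DMSO with Hck plus Nef and 100% = Hck alone without Nef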
# Wee1 stabilizer – Wee1 degradation inhibitors, primary screen, cell-based, HeLa, Wee1K328M-luciferase, luminescence; HeLa Luc-Wee1K328M stability; 100% = proteasome inhibitor MG132 effect; reporter increase, % at 5 µM; Wee1-like protein kinase (Homo sapiens), P30291; AID 1321, 2008; 1.2% of 220,000 active;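 active = activation above the mean of all tested compounds plus 3 SD, set per screening run, cut at about 8.8% in these data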;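 note: cells exposed to compound for 20 h before luminescence read; 0% = DMSO alone and 100% = MG132 at 30 µM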
# 14-3-3 Bad inh – inhibitors of 14-3-3 zeta/Bad binding, primary screen, biochemical, TR-FRET, bovine 14-3-3 zeta; 14-3-3 protein zeta/delta (Bos taurus), P63103; TR-FRET 14-3-3zeta/Dy647-pBad peptide displacement, 1 h; inhibition, % at 21.7 µM; 0.71% of 220,000 active; AID 781, 2007;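 active = inhibition above about 70%, limit read from the data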;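 note: 0% = full 14-3-3 plus peptide FRET controls and 100% = background without 14-3-3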
# KLK5 inh – human KLK5 protease inhibitors, primary screen, biochemical, 1536-well; Kallikrein-5 (Homo sapiens), Q9Y337; recombinant hK5, fluorogenic AMC substrate cleavage; inhibition, % at 5 µM; 0.59% of 210,000 active;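 active = inhibition of 40% or more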;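 note: 0% = enzyme controls without compound and 100% = no-enzyme blanks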
# Target sequence (Q9Y337 67-293 limits assumed): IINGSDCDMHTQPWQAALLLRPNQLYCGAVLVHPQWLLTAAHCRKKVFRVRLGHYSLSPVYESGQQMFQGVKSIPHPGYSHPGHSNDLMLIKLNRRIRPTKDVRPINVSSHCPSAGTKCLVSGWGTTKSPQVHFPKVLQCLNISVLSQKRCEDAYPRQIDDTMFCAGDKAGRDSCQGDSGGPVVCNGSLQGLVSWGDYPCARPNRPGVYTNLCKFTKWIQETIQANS
# Runt-SMMHC FRET – inhibitors of RUNX1 Runt–CBFb-SMMHC binding, primary screen, biochemical, FRET, Cerulean-Runt, Venus-CBFb-SMMHC, uHTS | Runt-related transcription factor 1 (Homo sapiens) + Core-binding factor subunit beta … | Cerulean-Runt/Venus-CBFb-SMMHC FRET ratio 530/480, 1 h | inhibition, % at 20 µM | 0.74% of 220,000 active | AID 1434, 2008;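 active = mean inhibition across duplicate retests at 20 µM reaching about 50%, limit read from the data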;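 note: 0% = DMSO wells and 100% = wells with excess untagged CBFb-SMMHC; inhibitors lower the FRET ratio by blocking Runt binding to CBFb-SMMHC; some results filed as inactive read as strong as hits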
# thrombin 1536 – human alpha-thrombin inhibitors, primary screen, counter-screen for coagulation protease inhibitor project, biochemical, 1536-well, fluorogenic AMC substrate; Prothrombin (Homo sapiens), P00734; Boc-VPR-AMC fluorogenic substrate cleavage; inhibition, % at 5 µM; 0.26% of 220,000 active; AID 1046, 2008;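 active = inhibition at or above 40%; inactive = inhibition below 40%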;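 note: 0% = enzyme with no compound and 100% = wells without enzyme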
#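 System: human alpha-thrombin protein; Compound dosing: one concentration per compound, 5 µM, with 0.2% DMSO; Timing: reaction at room temperature; Technique: AMC fluorescence, 355/460 nm; Controls: enzyme without compound as high, wells lacking enzyme as low.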
# FXIIa inh – human FXIIa protease inhibitors, primary screen, biochemical, 1536-well. 0.3% of 220,000 active. inhibition, % at 5 µM. AID 800, 2007. purified FXIIa, Boc-QGR-AMC fluorogenic substrate, 2 h; in the data active = inhibition above about 40%;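 note: 0% = enzyme with no compound and 100% = blank without enzyme; many of its hits are not listed in these tables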
# FXIa inh – human FXIa protease inhibitors, primary screen, biochemical, 1536-well; inhibition, % at 5 µM; purified FXIa, Boc-Glu-Ala-Arg-AMC fluorogenic substrate; AID 798, 2007; 0.14% of 220,000 active;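 active = inhibition of at least 40%; inactive = inhibition below 40%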;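 note: fluorescence of freed AMC excited at 355 nm; 0% = enzyme without compound and 100% = no enzyme blank; many of its hits are not listed in these tables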
# The depositor's hits bear a star; x = not tested or not shown; [ ] = dose if it differs, or a comment.
# Values run as follows: Hck Nef HTS	Runt-CBFb FRET	KLK5 inh	Wee1 stabilizer	Runt-SMMHC FRET	FXIa inh	FXIIa inh	14-3-3 Bad inh	thrombin 1536
COc1cc(/C=N/NC(=O)c2ccc(CSc3nncn3C)cc2)ccc1OCC(=O)N1CC(C)OC(C)C1 (stereo not drawn)
    16	0	0	-4	2	-5	10	1	-16
CCN1C(=O)c2cccc3c(NC(=O)c4ccc5c(c4)OCCO5)ccc1c23
    -8	-45	37	4	-134	7	10	-4	23
Cc1ccc(C(=O)NCCc2nnc3ccc(SCC(=O)Nc4ccc(C)cc4C)nn23)cc1
    6	-1	-3	2	-4	4	7	-10	-6
O=C(CCCSc1nc2ccccc2s1)NCc1ccc2c(c1)OCO2
    1	2	-12	1	-2	-14	13	-1[fluorescence artefact?]	2
Cc1ccc(NC(=O)C2CCCN(S(=O)(=O)c3c(C)noc3C)C2)cc1F (stereo not drawn)
    1	0	4	0	5	11	17	9	4
CC(C)(C)c1cc(OC(=O)c2ccncc2)ccc1O
    5	0	-2	-1	0	8	15	6[fluorescence artefact?]	3
O=C(Nc1ccccc1C(F)(F)F)c1ccccn1
    16	-4	-4	2	0	1	6	-15	-9
CCSc1nc(N2CCCCC2)c2c(c1C#N)CCCC2
    0	-3	-9	2	-2	13	26	2	3
O=C(c1ccccc1)N(CCO)Cc1cc2cc3c(cc2[nH]c1=O)OCCO3
    7	-1	2	3	-2	0	10	10	2
CC1CCCC(NC(=O)CN2CCN(Cc3ccc(Cl)cc3)C2=O)C1C (stereo not drawn)
    -1	0	-26	2	2	3	16	-23[fluorescence artefact?]	3
O=C(/C(=C/c1ccccc1Cl)c1ccccc1)N1CCOCC1
    0	-1	-4	0	3	5	7	-10	3
CCOC(=O)c1cc2cc([N+](=O)[O-])cc(OC)c2oc1=O
    0	-1	-4	-2	1	0	15	-9	0
CCOc1ccc(S(=O)(=O)N(C)c2ccc(OCC(=O)Nc3nc4ccccc4s3)cc2)cc1
    1	-2	3	5	3	-1	4	3[fluorescence artefact?]	3
CC(=O)Nc1ccc(NC(=O)Nc2cc(C)cc(C)c2)cc1
    -20	2	2	-1	1	1	6	-3	26
CCOC(=O)N1CCC(NC(=O)c2ccc3c(c2)N(Cc2ccc(F)cc2)CCS3)CC1
    7	-1	-106	-3	4	2	2	-7[fluorescence artefact?]	-8
CC(=O)c1ccc(OC(=O)N(c2ccccc2)c2ccccc2)cc1
    3	0	1	2	2	5	8	x	4
CCn1c(SCC(=O)N2CCCc3ccccc32)nc2cccnc21
    2	0	-16	-2	-1	-1	9	9	-5
Cc1sc2ncnc(NCC3(N4CCOCC4)CCCCC3)c2c1C
    -19	-4	4	1	-7	2	15	4	-2
CCCc1nnc(NC(=O)CCC(=O)Nc2ccc(F)cc2)s1
    1	0	-10	-2	3	0	20	-2	1
O=C(C1CCCO1)N1CCN(C(=S)Nc2ccc(Cl)cc2Cl)CC1 (stereo not drawn)
    2	4	-18	3	-4	6	6	-28	0
COCCSc1nnc(-c2cnccn2)o1
    7	-2	0	0	2	-7	4	-7[fluorescence artefact?]	0
COc1ccccc1NC(=O)Cn1c(CCC(=O)O)ccc1-c1ccccc1
    20	-1	0	-2	2	-4	6	-10	-9
O=C1c2[nH]nc(-c3ccccc3O)c2C(c2ccc(F)cc2)N1Cc1ccco1 (stereo not drawn)
    0	4	-14	-2	-4	-11	0	4	-4
COc1ccccc1/C=C/C=N/NC(=O)c1cc(-c2ccco2)[nH]n1
    59*	24	-3	0	4	7	1	12	-3
Cc1ccc(C)c(NC(=O)c2ccccc2C(=O)c2ccccc2)c1
    20	-1	-6	-1	-2	-3	8	-11	-5
CCC(C)NS(=O)(=O)c1ccc(OCC(=O)Nc2ccc3c(c2)OCCO3)cc1 (stereo not drawn)
    -1	-4	-15	-1	-3	-9	6	2	-1
Cn1c(CN2CCCCC2)nc2cc(NC(=O)c3cccc(Br)c3)ccc21
    -1	2	-8	2	-3	3	11	-12	3
Cc1cc(NS(=O)(=O)c2ccc(NC(=S)NC(=O)c3ccc(F)cc3Cl)cc2)no1
    4	-2	-19	-2	-2	1	6	-17[fluorescence artefact?]	-5
Cc1cccc(N(CC(=O)Nc2ccc(CC#N)cc2)S(C)(=O)=O)c1
    -1	-1	-2	3	-66	-9	-9	-16	-6
Cc1nccn1CCCN1C(=O)OC2(CCCCC2)C1(C)O (stereo not drawn)
    -2	0	-6	0	-3	5	15	-2	1

# Profiles as entered above:
# `CCC(C)NS(=O)(=O)c1ccc(OCC(=O)Nc2ccc3c(c2)OCCO3)cc1` (stereo not drawn) is listed with Hck Nef HTS: -1; Runt-CBFb FRET: -4; KLK5 inh: -15; Wee1 stabilizer: -1; Runt-SMMHC FRET: -3; FXIa inh: -9; FXIIa inh: 6; 14-3-3 Bad inh: 2; thrombin 1536: -1
# `Cc1ccc(C)c(NC(=O)c2ccccc2C(=O)c2ccccc2)c1` is listed with Hck Nef HTS: 20; Runt-CBFb FRET: -1; KLK5 inh: -6; Wee1 stabilizer: -1; Runt-SMMHC FRET: -2; FXIa inh: -3; FXIIa inh: 8; 14-3-3 Bad inh: -11; thrombin 1536: -5

# Additional structures:
# Values run as follows: Hck Nef HTS	Runt-CBFb FRET	KLK5 inh	Wee1 stabilizer	Runt-SMMHC FRET	FXIa inh	FXIIa inh	14-3-3 Bad inh	thrombin 1536
Cn1nnc(NC(=O)c2ccc([N+](=O)[O-])cc2Cl)n1
    21	2	13	-2	1	-2	10	2	-6
c1ccc(-c2nnc(CSc3nncs3)o2)cc1
    0	-1	-1	8	-2	0	10	-6	0
CC1=CC(C)(C)Nc2ccc(C)cc21
    1	1	1	-2	11	5	11	81*	-4
CCc1ccc2c(CC(=O)Nc3nnc(C4CC4)s3)coc2c1
    0	-1	-4	-2	-2	-7	4	-1	-2
O=C(NCc1nc2ccccc2[nH]1)C1=C[C@H](c2ccc(C(F)(F)F)cc2)C[C@H](OCc2ccc(CO)cc2)O1
    -16	-1	8	-1	0	5	9	-12	0
CCOc1cc(C(=O)OCC(=O)NC(C)c2ccccc2)ccc1OCC(=O)N1CCOCC1 (stereo not drawn)
    17	-2	-7	-1	1	-3	5	-12	-9
CCCCN(C)C1=Nc2cccc3cccc1c23
    5	-23	-21	3	32	-9	-2	22[fluorescence artefact?]	11
O=C(NC12CC3CC(CC(C3)C1)C2)c1cc([N+](=O)[O-])ccc1N1CCOCC1
    3	0	11	-2	1	3	17	0	4
Cc1c(Cl)c([N+](=O)[O-])nn1CCCC(=O)N(Cc1ccccc1)Cc1ccccc1
    2	-9	-26	2	-5	1	4	4	-6
COc1nc(N(CC(N)=O)S(=O)(=O)c2ccccc2)nc(C)c1Cl
    -8	3	7	0	6	6	9	8[fluorescence artefact?]	0
COc1ccc(NC2c3ccccc3C(=O)N2Cc2ccccc2Cl)cc1OC (stereo not drawn)
    1	4	-3	1	1	-4	2	-1	-6
O=C(O)/C=C/c1cn(-c2ccccc2)nc1-c1cccs1
    1	0	x	4	1	-2	3	5	-8
O=C(CCSCc1ccccc1F)NCc1cccs1
    -2	0	0	11*	-1	-5	2	-14	1
Cc1ccc(S(=O)(=O)Nc2ccc3c(c2)OCCO3)cc1
    22	-3	20	-3	1	-1	7	-8	-1
Cc1ccc(OCC(O)CN2CCN(Cc3ccc4c(c3)OCO4)CC2)cc1C (stereo not drawn)
    4	-2	-10	-2	1	11	14	45[fluorescence artefact?]	1
COC(=O)COc1ccc(S(=O)(=O)N2CCc3ccccc3C2)cc1
    1	0	-22	1	-1	3	-5	-2[fluorescence artefact?]	-1
COc1ccccc1C(CC(=O)Nc1ccc(C)c(C)c1)c1ccc(OC(C)C)cc1 (stereo not drawn)
    0	1	6	6	2	1	8	4	-2
Cn1c(=O)c2c(n(C)c1=O)=NC1(CCCCC1)ON=2
    -1	2	-19	-1	1	19	14	1[fluorescence artefact?]	-2
CCOc1nc(SC(C(C)=O)C(=O)Nc2ccccc2)nc(N(C)C)n1 (stereo not drawn)
    -1	5	6	3	1	-5	-1	-5	-7
O=C1OC(c2ccccc2)=N/C1=C\C=C\c1ccco1
    20	14	12	-2	-3	8	17	-4	-6
Cc1ccc(C(=O)N2c3ccccc3NC(=O)C2C)cc1 (stereo not drawn)
    28	1	7	-2	3	-5	5	-2	-6

# 12 structures from above, sorted by molar mass, ascending.
# Values run as follows: Hck Nef HTS	Runt-CBFb FRET	KLK5 inh	Wee1 stabilizer	Runt-SMMHC FRET	FXIa inh	FXIIa inh	14-3-3 Bad inh	thrombin 1536
CC1=CC(C)(C)Nc2ccc(C)cc21
    1	1	1	-2	11	5	11	81*	-4
CCCCN(C)C1=Nc2cccc3cccc1c23
    5	-23	-21	3	32	-9	-2	22[fluorescence artefact?]	11
Cn1nnc(NC(=O)c2ccc([N+](=O)[O-])cc2Cl)n1
    21	2	13	-2	1	-2	10	2	-6
O=C(O)/C=C/c1cn(-c2ccccc2)nc1-c1cccs1
    1	0	x	4	1	-2	3	5	-8
Cc1ccc(S(=O)(=O)Nc2ccc3c(c2)OCCO3)cc1
    22	-3	20	-3	1	-1	7	-8	-1
O=C(CCSCc1ccccc1F)NCc1cccs1
    -2	0	0	11*	-1	-5	2	-14	1
CCc1ccc2c(CC(=O)Nc3nnc(C4CC4)s3)coc2c1
    0	-1	-4	-2	-2	-7	4	-1	-2
COC(=O)COc1ccc(S(=O)(=O)N2CCc3ccccc3C2)cc1
    1	0	-22	1	-1	3	-5	-2[fluorescence artefact?]	-1
CCOc1nc(SC(C(C)=O)C(=O)Nc2ccccc2)nc(N(C)C)n1 (stereo not drawn)
    -1	5	6	3	1	-5	-1	-5	-7
COc1ccccc1C(CC(=O)Nc1ccc(C)c(C)c1)c1ccc(OC(C)C)cc1 (stereo not drawn)
    0	1	6	6	2	1	8	4	-2
Cc1c(Cl)c([N+](=O)[O-])nn1CCCC(=O)N(Cc1ccccc1)Cc1ccccc1
    2	-9	-26	2	-5	1	4	4	-6
O=C(NCc1nc2ccccc2[nH]1)C1=C[C@H](c2ccc(C(F)(F)F)cc2)C[C@H](OCc2ccc(CO)cc2)O1
    -16	-1	8	-1	0	5	9	-12	0
